High-throughput results (PubChem BioAssay)
SIRT5 block: sirtuin-5 (human) deacylase inhibition; Purified SirT5, succinyl-peptide AMC, trypsin-coupled fluorescence; inhibition, % at 15 µM; hit rate 1.1% among 330,000; AID 652115; Q9NXA8; in the data active = inhibition above about 15%; inconclusive = no clear call, values can overlap the other calls
Cneo AK release: causes C. neoformans cell lysis; lysis activity, % at 15 µM; hit rate 0.2% among 360,000; adenylate kinase release luminescence, 4 h; normalised: neutral wells 0, clomiphene wells 100; AID 651654;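 active = mean lysis activity across replicates of at least 80%, whatever share of replicates individually reach that level; inactive = mean lysis activity below 80%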
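read-out = cell lysis signal | test system = log-phase Cryptococcus neoformans yeast cells | input = cells at 5 × 10^6 per mL | medium = fresh YPD growth medium | signal = luminescent adenylate kinase detection reagent | timing = 4 h at 37 °C static, read 1 h later | dosing = single dose | controls = Clomiphene as positive lysis control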
LGR2 antag: Drosophila LGR2 receptor signaling inhibition. HEK293 LGR2, CRE-luciferase, bursicon-stimulated, 4 h. inhibition, % at 9.99 µM. hit rate 0.35% among 380,000;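 active = drop in luminescence signal, shown as inhibition above about 50% in the replicate tests, limit read from the data, passing the limit was not always enough; inconclusive = probably only some replicates passing the limit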;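 note: agonist challenge used bursicon conditioned medium at about half maximal strength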
Xi reactivation: activators of X-chromosome reactivation in mouse fibroblasts; XiGFP mouse fibroblasts, % GFP-positive cells imaging, 3 d; cells co-treated with 5-aza-dC sensitizer; scaled so ellipticine positive control = 100%; activation, % at 7.58 µM; hit rate 0.055% among 360,000; AID 743238;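 active = mean normalized replicate activation at least 10% and every replicate at or above 10%; inconclusive = only one of the two criteria met; inactive = mean below 10% and not all replicates reach 10%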;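 note: 0% = median of on-plate neutral control wells and 100% = ellipticine 6 µM median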
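Material: XiGFP fibroblasts, SV40-immortalized; Buffer or medium: DMEM containing 5-aza-dC; Compound dosing: single point; Times: 3 days compound exposure.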
PGC1a acetyl inh: modulators of PGC1a acetylation | U2OS PGC1a acetylation, AlphaScreen anti-acetyl-lysine; with virally co-expressed GCN5 acetyltransferase | inhibition, % at 15.6 µM | hit rate 0.17% among 350,000 | AID 651687;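 active = every replicate shows inhibition of at least 40%; inconclusive = mean inhibition at least 40% but some replicate below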;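 note: 0% = neutral control wells and 100% = positive control wells; some results beyond the cut were filed as inactive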
ERAP1 inh: ERAP1 (human) enzyme inhibition; Q9NZ08; recombinant ERAP1, Leu-AMC fluorescence, 60 min; inhibition, % at 10.7 µM; hit rate 0.15% among 340,000;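 active = mean replicate inhibition of at least 30%, or all replicates individually reaching that 30% level; inactive = mean below 30% and not every replicate reaching it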;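 note: 0% = neutral control wells and 100% = L-leucinethiol positive control wells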
Statin myotox sup: suppressors of simvastatin-induced myotoxicity in C2C12 myotubes. ATP luminescence, 48 h; scaled: DMSO 0, geranylgeraniol control 100. rescue of ATP level, % at 7.49 µM. hit rate 0.78% among 330,000;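 active = mean ATP rescue above about 67%, or every replicate alone reaching that limit, limit read from the data, passing the limit was not always enough; inconclusive = no clear call, values can overlap the other calls; inactive = mean under the limit and some replicate under it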;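 note: myotubes were challenged with 10 µM simvastatin during compound exposure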
S100A4 inh HTS: blocks human S100A4 binding to myosin IIA peptide. P26447. S100A4/TAMRA-MyoIIA peptide fluorescence polarization. inhibition, % at 10.7 µM. hit rate 0.14% among 360,000. AID 652163;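 active = mean inhibition of at least 70% across replicates, with every replicate also reaching that level; inconclusive = mean inhibition reaches 70% but some replicates fall short; inactive = mean inhibition below 70%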
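Test system: S100A4 monomer protein. Medium: HEPES buffer with Ca2+, pH 7.2. Reagent: fluorescent myosin IIA peptide, 5 nM. Compound dosing: single-point compound testing. Timing: 5 min between mix addition and reading. Benchmarks: DMSO neutral and TFP positive wells.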
* = called active by the depositor; ? = inconclusive; / = not tested or not shown. An excerpt (hit frequency here may not be typical).

SMILES	SIRT5 block	Cneo AK release	LGR2 antag	Xi reactivation	PGC1a acetyl inh	ERAP1 inh	Statin myotox sup	S100A4 inh HTS
Cc1ccc(C(=O)Nc2ccccc2N2CCOCC2)cc1S(=O)(=O)N1CCOCC1	-1	-2	-7	0.2	-1	1	-1	1
Cc1ccc(NC(=O)CNCC2CCCCC2)cc1S(=O)(=O)N(C)C	-7	/	0	0.0	3	/	/	-2
CC(=O)Nc1ccc(Oc2nc(-c3ccccn3)nc3ccccc23)cc1	-4	/	-48	0.1	/	2	/	-7
COc1ccc(C(=O)N2N=C(c3cccs3)CC2c2ccccc2O)cc1 (stereo unspecified)	8	-1	-5	0.0	4	-1	12	-6
Cn1cc(/C=C/C(=O)N2CCCC(C(=O)c3cccc4ccccc34)C2)cn1 (stereo unspecified)	0	-3	14	0.0	-4	5	1	0
C[C@@H]1CCCCO[C@@H](CN(C)C(=O)CCCN(C)C)[C@@H](C)CN([C@H](C)CO)C(=O)c2cc(NS(=O)(=O)c3ccc(Cl)cc3)ccc2O1	5	2	11	0.2	10	-5	/	6
CC(=O)Nc1c(-c2ccccc2Cl)c(=O)c2ccccc2n1C	-3	-1	-7	0.1	3	1	13	-6
CC(C)C(=O)NC(=S)NCC(=O)c1ccccc1	-3	3	/	/	-11	2	-24	-3
Cc1ccc(NC(=O)CCNC(=O)c2ccccc2Cl)cc1S(=O)(=O)N1CCCCCC1	8	2	0	0.0	-7	0	-6	5
Cc1cccc(N2C(=O)C(Cc3ccccc3)NC2=S)c1 (stereo unspecified)	-1	/	9	0.1	/	-1	/	-3
Cc1cc(N/C=C(\C#N)S(=O)(=O)c2ccc(Cl)cc2)nc(C)n1	0	/	-4	0.0	/	10	-2	-2
COCCN(C(=O)C1CCCC1)c1c(N)n(Cc2ccccc2)c(=O)[nH]c1=O	0	1	20	0.0	/	2	1	-2
CCOC(=O)NC1CCc2cc(OC)c(OC)c(OC)c2-c2ccc(OC)c(=O)cc21 (stereo unspecified)	4	/	21	2.3	-8	3	/	9
CC1(c2ccc([N+](=O)[O-])c(CS(=O)(=O)c3ccccc3)c2)OCCO1	-11	/	-14	0.0	6	4	/	-6
NC(=O)C1CCCN(Cc2ccc3ccccc3c2)C1 (stereo unspecified)	3	-1	2	0.1	8	-5	2	2
O=C(NCc1ccccc1)C1Cc2c(-c3ccc4c(c3)OCO4)ccnc2O1 (stereo unspecified)	/	1	-19	1.0	-133	-1	-28	-1
CC(C)NC(=O)N(C)C[C@H]1OCCCC[C@H](C)Oc2ccc(NS(=O)(=O)c3cccs3)cc2C(=O)N([C@@H](C)CO)C[C@H]1C	-6	-2	-3	0.3	2	3	/	15
CN(C)CC(=O)Nc1ccc2c(c1)[C@@H]1C[C@H](CC(=O)NCc3ccccc3F)O[C@H](CO)[C@@H]1O2	/	0	-28	0.1	3	/	4	/
C[C@H](CO)N1C[C@H](C)[C@H](CN(C)Cc2ccc(C(=O)Nc3ccccc3N)cc2)Oc2ccc(NS(=O)(=O)c3ccccc3)cc2CC1=O	-3	-2	4	1.1	11	0	-59	64
O=C(NN1C(=O)c2ccccc2C1=O)c1ccncc1	0	/	-12	0.0	2	-3	/	-4
C[C@@H]1CCCCO[C@H](CN(C)S(=O)(=O)c2ccccc2)[C@H](C)CN([C@@H](C)CO)C(=O)c2cc(NS(=O)(=O)c3cn(C)cn3)ccc2O1	10	0	0	0.2	-5	-1	/	2
COCCn1cnc2c1c(=O)n(CC(=O)c1ccc3c(c1)OCCO3)c(=O)n2Cc1ccccc1	/	/	2	0.1	3	-1	/	-1
COc1cccc(CNC(=O)c2nnn(CC(=O)Nc3cc(C)ccc3C)c2N)c1	-6	-1	-6	0.0	-9	-2	-11	-3
C[C@H](CO)N1C[C@H](C)[C@H](CN(C)CC2CCCCC2)Oc2c(NC(=O)C3CC3)cccc2C1=O	-1	2	-2	-1.0	-8	-1	13	4
CNC[C@@H]1OCCCC[C@H](C)Oc2ccc(NC(=O)Cc3ccccc3)cc2C(=O)N([C@H](C)CO)C[C@@H]1C	-3	-1	15	0.2	8	-3	2	-1
C[C@@H]1CN([C@H](C)CO)C(=O)c2cc(NC(=O)Cc3ccccc3)ccc2O[C@H]1CN(C)CC1CC1	3	/	-5	0.2	3	-2	/	4
CN(C)c1ccc2c(c1)[C@@H]1C[C@@H](CC(=O)NCc3ccc4c(c3)OCO4)O[C@H](CO)[C@@H]1O2	-2	-4	-13	0.0	4	-2	4	-20
c1ccc(C2(CN3CCNC[C@H]3Cc3cccc4ccccc34)CC2)cc1	1	-3	/	0.1	/	0	-4	3
C[C@H](O)C#Cc1ccc2c(c1)O[C@@H](CN(C)C(=O)C1CCCCC1)[C@@H](C)CN([C@@H](C)CO)S2(=O)=O	2	-1	-2	0.5	2	-1	-2	16
COc1cc(/C=N/NC(=O)c2ccncc2)c([N+](=O)[O-])cc1OC	5	/	3	0.1	/	5	/	-2
COc1ccc(C)cc1NC(=O)CSc1cccc[n+]1[O-]	-4	0	-1	0.0	-18	-5	11	-1
COc1cc(/C=N/n2cnnc2)ccc1OC(=O)c1ccco1	4	/	6	0.0	/	0	/	4
CN(C)C(=O)C[C@@H]1C[C@@H]2c3cc(NC(=O)c4ccc5c(c4)OCO5)ccc3O[C@@H]2[C@H](CO)O1	-4	12	-10	0.0	-5	-1	0	-1
CC(=O)N1CC[C@H]2[C@H](CO)Nc3ccc(-c4ccccc4)cc3[C@H]21	-1	-9	-5	0.2	12	1	-10	17
O=C(COC(=O)c1ccc(Cl)nc1)NCc1cccs1	-2	-1	1	-0.3	11	-2	-13	-2
Oc1c(C=Nc2ccc(Cl)cn2)sc2ccccc12	2	/	-18	-0.2	5	/	/	-20

An excerpt taken from the entries so far, for reference:
SMILES	SIRT5 block	Cneo AK release	LGR2 antag	Xi reactivation	PGC1a acetyl inh	ERAP1 inh	Statin myotox sup	S100A4 inh HTS
Cc1ccc(C(=O)Nc2ccccc2N2CCOCC2)cc1S(=O)(=O)N1CCOCC1	-1	-2	-7	0.2	-1	1	-1	1
Cc1ccc(NC(=O)CNCC2CCCCC2)cc1S(=O)(=O)N(C)C	-7	/	0	0.0	3	/	/	-2
CC(=O)Nc1ccc(Oc2nc(-c3ccccn3)nc3ccccc23)cc1	-4	/	-48	0.1	/	2	/	-7
COc1ccc(C(=O)N2N=C(c3cccs3)CC2c2ccccc2O)cc1 (stereo unspecified)	8	-1	-5	0.0	4	-1	12	-6

3 entries from above in another layout:
smiles: CN(C)c1ccc2c(c1)[C@@H]1C[C@@H](CC(=O)NCc3ccc4c(c3)OCO4)O[C@H](CO)[C@@H]1O2
  SIRT5 block = -2 | Cneo AK release = -4 | LGR2 antag = -13 | Xi reactivation = 0.0 | PGC1a acetyl inh = 4 | ERAP1 inh = -2 | Statin myotox sup = 4 | S100A4 inh HTS = -20

smiles: c1ccc(C2(CN3CCNC[C@H]3Cc3cccc4ccccc34)CC2)cc1
  SIRT5 block = 1 | Cneo AK release = -3 | LGR2 antag = / | Xi reactivation = 0.1 | PGC1a acetyl inh = / | ERAP1 inh = 0 | Statin myotox sup = -4 | S100A4 inh HTS = 3

smiles: C[C@H](O)C#Cc1ccc2c(c1)O[C@@H](CN(C)C(=O)C1CCCCC1)[C@@H](C)CN([C@@H](C)CO)S2(=O)=O
  SIRT5 block = 2 | Cneo AK release = -1 | LGR2 antag = -2 | Xi reactivation = 0.5 | PGC1a acetyl inh = 2 | ERAP1 inh = -1 | Statin myotox sup = -2 | S100A4 inh HTS = 16

(continued)
SMILES	SIRT5 block	Cneo AK release	LGR2 antag	Xi reactivation	PGC1a acetyl inh	ERAP1 inh	Statin myotox sup	S100A4 inh HTS
Cc1sc2nc(CSc3nc4ccccc4s3)[nH]c(=O)c2c1C	-4	/	-23	-0.1	/	-2	/	29
C[C@@H]1CN([C@H](C)CO)C(=O)c2cc(NS(=O)(=O)c3ccc(F)cc3)ccc2O[C@H]1CN(C)Cc1ccc2c(c1)OCO2	3	0	-14	-0.1	1	-2	23	1
C[C@H]1CN([C@@H](C)CO)C(=O)c2cccc(N(C)C)c2O[C@@H]1CN(C)S(=O)(=O)c1ccc(Cl)cc1	-2	-7	30	-1.4	-2	0	-4	11
COc1ccc(S(=O)(=O)Nc2ccc3c(c2)N(C(C)=O)CCC3)cc1	-2	-1	7	1.3	/	-1	3	5
C[C@@H]1CN([C@H](C)CO)C(=O)c2cc(Br)cnc2O[C@H]1CN(C)CC1CCOCC1	-4	1	1	0.4	-11	-4	6	-16
C[C@@H]1CCCCO[C@@H](CN(C)C(=O)C2CCCCC2)[C@@H](C)CN([C@H](C)CO)C(=O)c2cc(NC(=O)C3CCCCC3)ccc2O1	-4	-1	-8	-0.7	-10	2	/	-23
C[C@@H]1CCCCO[C@@H](CN(C)S(C)(=O)=O)[C@H](C)CN([C@@H](C)CO)C(=O)c2cc(NS(=O)(=O)c3cn(C)cn3)ccc2O1	-2	-2	-4	0.2	-3	-2	/	4
COCCN1C2=C(C(=O)CC(C)(C)C2)C(c2ccc(O)c(OC)c2)C2=C1CC(C)(C)CC2=O	-5	2	18	0.0	-10	5	-9	-6
OC(COC(c1ccc(Cl)cc1)c1ccc(Cl)cc1)CN1CCc2ccccc2C1 (stereo unspecified)	-10	36	8	0.2	12	1	0	0
CC=Cc1ccc2n(c1=O)C[C@H]1[C@H](CO)[C@@H](C(=O)NCCC)[C@@H]2N1C(=O)C1CC1 (mixture of isomers)	-6	-5	24	0.1	/	-1	2	33
CCC(=O)N(C)C[C@@H]1Oc2cc(C#Cc3ccccn3)ccc2S(=O)(=O)N([C@@H](C)CO)C[C@@H]1C	-2	-2	-5	0.3	0	1	10	2
COc1ccc(-c2cc(C(F)(F)F)nc(S(=O)(=O)CCCC(=O)Nc3cccnc3Cl)n2)cc1OC	-2	/	?	0.1	/	50*	/	1
c1ccc(-c2noc(CN3CCOCC3)n2)cc1	-1	0	13	-0.1	2	1	-1	-3
